Screens deposited in PubChem by several laboratories.
RTF Ca sens inh = cardiac RTF calcium desensitization. inhibition, % at 7.15 µM. IANBD-labeled cardiac RTF, Ca2+ fluorescence. 340,000 compounds, 0.12% hits;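 active = inhibition above the mean inhibition of all tested compounds plus 3 SD, cut at about 17% in these data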;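 note: assay run at fixed EC70 calcium of 1.6 mM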
SR-BI DiI inh = blocks mouse SR-BI lipid uptake from DiI-HDL | Q61009 | ldlA[mSR-BI] CHO cells, DiI-HDL uptake fluorescence, 3 h | inhibition, % at 12.5 µM | 320,000 compounds, 0.96% hits;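 active = mean replicate inhibition of at least 70% and a set share of replicates each scoring 70 or more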;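 note: 0% = median of neutral control wells and 100% = median of positive control wells; values of inactives mirror those of a sister screen read the other way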
Arrestin-AP2 inh = inhibitors of human beta-arrestin and AP2 interaction; FITC-arrestin peptide / GST-AP2 beads, flow cytometry; AP2 beta2 appendage carries R879A mutation; inhibition, % at 10 µM; 340,000 compounds, 0.31% hits; AID 504490;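 active = inhibition above a set limit, near 3 SD of compounds lacking own fluorescence, cut at about 54% in these data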;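 note: plate controls were DMSO wells for no effect and 5 µM unlabelled arrestin peptide for full effect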
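System: GST-AP2 R879A glutathione beads | Also added: FITC-arrestin peptide, 50 nM | Times: 12 min plus 1 h, RT | Signal: Bead flow cytometry, FITC channel | Buffer or medium: PBS with 0.05% Tween 20 and 0.1% BSA | Read-out basis: Percent drop in bead-associated FITC signal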
C-LANA FP = inhibitors of KSHV LANA C-terminal domain DNA binding; MBP-C-LANA/FAM-LBS DNA binding, fluorescence polarization; inhibition, % at 9 µM; 340,000 compounds, 0.078% hits; AID 504423;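 active = highest replicate inhibition at or above 60% at 9 µM, even if other replicates fall short; inactive = all replicates below 60% inhibition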;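 note: 0% = neutral control wells and 100% = 4 µM acridine orange control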
DAGLB inh = blocks human DAGLB lipase activity; HEK293T DAGLB membrane lysate, EnzChek fluorogenic substrate; 340,000 compounds, 0.059% hits; AID 504411; inhibition, % at 5.17 µM; in the data active = inhibition above about 34%;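 note: 0% = enzyme with vehicle and 100% = wells lacking enzyme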
PvdQ inh = P. aeruginosa PvdQ acylase inhibition; 340,000 compounds, 0.063% hits; inhibition, % at 10 µM; purified PvdQ acylase, fluorescence plate reader; in the data active = inhibition above about 30%, passing the limit was not always enough;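 note: 0% = vehicle neutral wells and 100% = reference inhibitor wells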
Keap1-Nrf2 PPI = disrupts human Keap1 binding to Nrf2 peptide; Q14145; Keap1 Kelch-Nrf2 peptide fluorescence polarization, 1536-well; inhibition, % at 9.4 µM; 340,000 compounds, 0.15% hits; AID 504523; in the data active = inhibition above about 12%;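 note: human Keap1 Kelch domain with fluorescein labeled Nrf2 9mer peptide probe; 0% = neutral control wells and 100% = peptide positive control; higher means more block of Keap1 binding to Nrf2 peptide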
PKA-R2B act = activators of human PKA-R2B complex | P22694+P31323 | PKA-R2B holoenzyme dissociation, Cy5-IP20 fluorescence polarization; R2B truncated from residue 108, S112A mutant; 0% DMSO only, 100% 113 µM cGMP | activation, % at 11.4 µM | 340,000 compounds, 0.079% hits;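 active = activation above a cutoff set at the mean over all compounds plus 3 SD, cut at about 18% in these data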;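 note: higher means more holoenzyme dissociation and a rise in polarization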
SR-BI uptake up = activators of SR-BI mediated HDL lipid uptake. activation, % at 12.5 µM. CHO ldlA[mSR-BI] cells, DiI-HDL uptake fluorescence, 3 h; 100 = double the neutral-control signal. 320,000 compounds, 0.096% hits;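 active = mean replicate activation of at least 60% and every replicate at or above 60%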;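 note: 0% = median plate neutral-control signal and 100% = twice that signal; values of inactives mirror those of a sister screen read the other way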
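material = CHO ldlA[mSR-BI] cells | medium = Ham's F12 with 0.5% BSA, HEPES 25 mM, pH 7.4 | reagent = fluorescent DiI-HDL, 10 µg/mL final | compound dosing = single-point compound dose | incubation = 3 h, 37 °C | measured by = bottom-read fluorescence, 550/595 nm | measure = HDL uptake via cellular fluorescence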
NSD2 HMT inh = blocks human histone methyltransferase NSD2. O96028. NSD2 peptide methylation, AlphaScreen, 120 min. inhibition, % at 12.5 µM. 310,000 compounds, 0.54% hits; in the data active = inhibition above about 50%
Target sequence (O96028 whole entry, looked up): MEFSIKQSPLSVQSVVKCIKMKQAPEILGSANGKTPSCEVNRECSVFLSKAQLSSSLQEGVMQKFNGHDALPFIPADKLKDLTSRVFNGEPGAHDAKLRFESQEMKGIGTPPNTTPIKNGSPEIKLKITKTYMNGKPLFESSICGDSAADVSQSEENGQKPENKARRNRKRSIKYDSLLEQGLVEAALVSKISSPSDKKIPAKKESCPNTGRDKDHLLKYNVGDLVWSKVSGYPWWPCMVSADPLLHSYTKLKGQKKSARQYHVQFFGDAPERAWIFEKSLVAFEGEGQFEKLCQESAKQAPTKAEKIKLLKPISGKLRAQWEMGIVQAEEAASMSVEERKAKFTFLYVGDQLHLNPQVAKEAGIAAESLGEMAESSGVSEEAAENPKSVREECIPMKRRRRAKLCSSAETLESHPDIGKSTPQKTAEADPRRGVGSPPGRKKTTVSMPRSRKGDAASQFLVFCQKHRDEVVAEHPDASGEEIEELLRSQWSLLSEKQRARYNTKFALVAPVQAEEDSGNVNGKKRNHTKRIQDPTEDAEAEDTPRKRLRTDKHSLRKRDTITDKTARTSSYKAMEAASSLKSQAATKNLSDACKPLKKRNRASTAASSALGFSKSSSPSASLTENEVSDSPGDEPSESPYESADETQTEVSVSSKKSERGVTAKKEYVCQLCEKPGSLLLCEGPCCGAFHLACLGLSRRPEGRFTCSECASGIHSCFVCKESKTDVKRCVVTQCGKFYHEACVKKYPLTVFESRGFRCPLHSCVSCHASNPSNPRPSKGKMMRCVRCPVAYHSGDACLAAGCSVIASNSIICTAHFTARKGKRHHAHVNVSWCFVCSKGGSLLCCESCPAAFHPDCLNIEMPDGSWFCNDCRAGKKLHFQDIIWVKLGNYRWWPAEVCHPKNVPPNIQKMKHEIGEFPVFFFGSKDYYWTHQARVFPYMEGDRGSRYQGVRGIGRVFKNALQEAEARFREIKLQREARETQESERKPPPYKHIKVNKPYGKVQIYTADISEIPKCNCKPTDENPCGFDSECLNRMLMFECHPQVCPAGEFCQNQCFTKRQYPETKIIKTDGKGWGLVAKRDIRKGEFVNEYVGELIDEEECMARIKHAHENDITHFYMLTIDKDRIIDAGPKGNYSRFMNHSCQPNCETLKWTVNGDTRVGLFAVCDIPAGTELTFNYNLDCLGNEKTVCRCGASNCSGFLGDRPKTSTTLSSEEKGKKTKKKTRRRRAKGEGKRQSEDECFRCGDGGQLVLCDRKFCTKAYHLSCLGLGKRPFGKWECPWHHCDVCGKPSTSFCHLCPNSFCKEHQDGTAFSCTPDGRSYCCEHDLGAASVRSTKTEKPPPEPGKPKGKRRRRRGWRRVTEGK
* marks the source's active call; other numbers are inactive results; · = no result given.

Every second line gives: SR-BI uptake up, NSD2 HMT inh, PvdQ inh, Keap1-Nrf2 PPI, C-LANA FP, PKA-R2B act, DAGLB inh, SR-BI DiI inh, Arrestin-AP2 inh, RTF Ca sens inh
1: OC(c1ccccc1)(c1ccc(Cl)cc1)C1CN2CCC1CC2 (stereo unspecified)
    ·, -4.8, -19.2, 3.5, 7.4, 3.3, 1.4, ·, -10.8, -7.8
2: CCN1CCN(c2cc(=O)n3ccccc3n2)CC1
    ·, 2.0, -16.2, -5.6, 0.1, 9.9, -0.2, ·, 0.9, -6.3
3: N#Cc1ccccc1Cn1cc(C(=O)c2ccccc2F)c2ccccc21
    17.1, -1.0, 6.5, -1.6, -0.5, -2.9, -2.5, -17.1, 7.5, 3.0
4: CN(C)CC#CCC(O)(c1ccccc1)C1CCCC1 (stereo unspecified)
    15.5, 5.6, -4.1, 0.9, 1.8, -5.5, -1.1, -15.5, 1.9, 0.6
5: Cc1nc2ccccc2c(=O)n1-c1ccc(-c2ccccc2)cc1
    -21.5, 4.3, -10.8, -3.8, -0.1, -12.2, -3.5, 21.5, 15.1, -13.4
6: CCn1c(P(C)(=O)O)nc2ccccc21
    21.7, -1.2, -2.8, -0.3, 2.6, -0.7, -2.0, -21.7, 4.3, 2.3
7: CC(C)C(=O)c1cn(Cc2ccccc2C#N)c2ccccc12
    10.2, -2.2, -11.2, -5.4, 2.3, -5.6, -4.6, -10.2, -4.9, 6.9
8: CC(Cc1ccccc1)N1C(=O)c2ccccc2C1=O (stereo unspecified)
    -8.3, -2.2, -14.3, 1.0, -1.7, 5.1, -3.9, 8.3, -3.3, -2.2
9: CC(=O)Nc1ccccc1OC(=O)N(C)C
    22.4, -2.7, 4.1, 5.2, -1.4, 6.9, 0.5, -22.4, -4.5, -10.6
10: CC(=O)c1ccc(OC(=O)N(C)c2ccccc2)cc1
    3.5, -0.8, 1.3, -3.3, 1.4, -2.0, -0.8, -3.5, -6.8, -1.0
11: c1ccc(C[n+]2ccccc2)cc1
    28.6, ·, 9.7, -1.2, -1.7, 4.9, -3.0, -28.6, 25.1, 0.1
12: C[N+]1([O-])[C@@H]2CC(OC(=O)[C@H](CO)c3ccccc3)C[C@H]1[C@@H]1O[C@@H]12 (stereo partly specified)
    16.9, ·, -14.2, -2.8, 0.4, 6.7, 0.3, -16.9, 1.5, -0.5
13: CCOP(=O)(OCC)c1ccc(O)cc1
    -10.6, 1.3, -6.8, 3.8, 0.5, -15.1, 1.4, 10.6, -2.6, -4.4
14: COc1ccn(C)c(=O)c1C#N
    12.5, ·, -4.0, 1.0, 3.1, -17.0, -3.4, -12.5, 0.5, 4.8
15: CCOC(=O)C1(c2ccccc2)CCN(CCc2ccc(NC(=O)CCC(=O)O)cc2)CC1
    21.1, 1.1, -17.7, -4.2, 1.1, -3.4, -1.8, -21.1, -8.8, -2.3
16: CN1C2CCC1C(C(=O)O)C(O)C2 (stereo unspecified)
    -2.0, ·, 3.1, 1.0, -3.2, 0.5, -1.5, 2.0, 2.0, 1.1
17: C=C(Cl)CSC(=S)N(CC)CC
    8.3, ·, -12.9, -1.5, -1.4, 0.3, -2.2, -8.3, 10.5, -6.7
18: CCC(C)C1NC(=O)C2CCCN2C(=O)C(CC(C)C)OC(=O)CCNC(=O)C(C)N(C)C(=O)C(C(C)C)N(C)C1=O (stereo unspecified)
    18.8, 0.7, 19.3, 1.5, 1.1, 0.4, -1.1, -18.8, -8.3, 1.7
19: Nc1ccccc1C(=O)OCCOc1ccccc1
    17.3, -1.9, -2.3, -0.4, 0.6, -4.6, -10.7, -17.3, 13.8, 3.2
20: CC(NCc1ccc(Cl)cc1Cl)C(O)c1ccccc1 (stereo unspecified)
    -7.3, -1.1, 9.2, -5.1, 0.5, -7.3, -4.5, 7.3, 2.9, 1.7
21: COc1ccc(CC2C(=O)N(c3ccccc3)C(=O)N(c3ccccc3)C2=O)c(OC)c1
    28.8, -2.0, -4.7, 0.0, 1.9, 5.8, 0.3, -28.8, 11.0, 6.1
22: CNC(=O)NC(O)C(Cl)(Cl)Cl (stereo unspecified)
    -3.5, -3.4, -5.5, -1.2, 0.3, -4.0, -3.3, 3.5, 4.7, 4.1
23: O=C(Cc1ccc(Br)cc1)N1CCN(Cc2ccccc2)CC1
    -7.9, 1.1, 1.8, 0.2, 1.2, 4.2, -1.3, 7.9, 25.1, 4.1
24: COC(=O)C1=C(c2ccc(F)cc2OCc2ccccc2)C[C@@H]2CC[C@H]1N2C(=O)NCc1cccc(OC)c1
    -21.5, ·, -7.6, -1.6, -0.4, -17.6, -8.4, 21.5, 2.6, -3.0
25: CN(C(=O)Oc1cccc2cccnc12)c1ccccc1
    -11.9, ·, -11.9, -2.1, 0.0, 2.0, -3.5, 11.9, -0.6, -7.2
26: CCC(CC)N1CCN(C(=O)Cc2ccccc2)CC1
    16.3, 0.4, -6.8, -4.9, 0.8, -2.7, 0.9, -16.3, -4.1, -6.4
27: CCc1ccc(-n2c(O)c(/C=N/NC(=O)c3ccncc3)c(=O)[nH]c2=O)cc1
    -10.4, -2.4, 2.1, 0.4, -0.5, 7.2, 4.8, 10.4, -3.7, -12.5
28: O=C(Nc1ccc(F)cc1F)c1cccn(Cc2ccccc2)c1=O
    12.7, 0.8, -11.1, 2.9, -0.7, -4.4, 1.2, -12.7, 34.0, -3.9
29: NC1(C(=O)O)CCCc2ccc(N(CCCl)CCCl)cc21 (stereo unspecified)
    9.0, 7.2, -12.8, 1.6, -0.4, 1.0, 0.0, -9.0, 1.0, 4.4
30: Cc1ccc(C(O)P(=O)(Oc2ccccc2)Oc2ccccc2)cc1 (stereo unspecified)
    14.7, ·, -12.9, -2.7, 1.8, -6.3, 19.6, -14.7, 0.3, -3.4

(further entries)
Every second line gives: SR-BI uptake up, NSD2 HMT inh, PvdQ inh, Keap1-Nrf2 PPI, C-LANA FP, PKA-R2B act, DAGLB inh, SR-BI DiI inh, Arrestin-AP2 inh, RTF Ca sens inh
31: CC(C)NC(C)C(=O)c1ccc2ccccc2c1 (stereo unspecified)
    14.7, 3.4, -9.7, -2.2, -0.3, -4.2, -1.6, 10.6, 2.9, -3.5
32: COCc1cc(C2SCC(=O)Nc3c2c(=O)[nH]n3C(C)C)ccc1OC (stereo unspecified)
    13.4, 3.2, -16.3, -5.1, -0.2, 4.5, -2.7, -13.3, -4.5, -1.2
33: N=c1c2c(n(Cc3ccc(Cl)cc3Cl)c3c1CCC3)CCCC2
    8.4, ·, -6.8, -0.6, -0.9, -1.6, 2.6, -8.4, 18.9, 0.2
34: O=C(NCCCN1CC1)Nc1cccc2ccccc12
    -13.1, -1.0, 7.1, -1.7, -0.3, 3.5, 0.5, 13.1, 4.6, 1.8
35: CC1CC(C)(O)CC(C(O)CC2CC(=O)NC(=O)C2)C1=O (stereo unspecified)
    2.5, -1.4, -1.3, 0.7, 0.1, 1.4, -2.7, -2.5, 26.3, 0.0
36: CC1([N+](=O)[O-])COP(=O)(NC2CCCC2)OC1 (stereo unspecified)
    1.1, -1.1, -10.2, -6.5, -0.3, -10.7, -0.4, -1.1, 6.9, 0.5
37: N#Cc1ccc(/C=C/C(=O)O)cc1
    ·, 0.6, 1.7, -5.9, -0.8, -7.1, 1.3, ·, 0.7, -4.7
38: NNC(=O)c1nc[nH]c1C(=O)Nc1ccc(Cl)cc1C(=O)c1ccccc1
    30.6, -0.1, 1.5, 0.1, -0.9, 2.1, 2.9, -30.6, 34.0, 3.9
39: CCc1ccccc1NC(=O)N1C[C@H]2C[C@@H](C1)c1cccc(=O)n1C2
    25.1, ·, -1.7, -7.1, 1.4, 10.0, -1.3, -25.1, 25.9, -1.8
40: CCC(C)N1C(=O)/C(=C\c2cc3c4c(c2)CCCN4CCC3)C(=O)NC1=S (stereo unspecified)
    -9.3, 22.2, -5.2, -4.8, 0.4, -1.5, 13.3, 9.3, -20.1, -13.9
41: Cc1ccc2c(c1)N(C(C)C(=O)N1CCC3(CC1)OCCO3)C(=O)CO2 (stereo unspecified)
    25.9, -3.1, -9.5, -4.3, -1.0, -3.1, 1.1, -25.9, -9.4, -9.2
42: OC1(c2ccccc2F)CC2CCC(C1)N2CCN1CCOCC1 (stereo unspecified)
    4.0, -0.2, -9.1, -0.6, -0.5, -5.6, -1.6, -4.0, 4.0, -2.9
43: CCCCn1c(O)c(C(CC)=NCc2ccco2)c(=O)[nH]c1=O
    16.4, 5.0, -10.0, -3.1, -1.0, 4.8, 1.2, -16.4, 2.8, -16.5
44: COc1ccc(C(c2ccc(OC)cc2)C(Cl)(Cl)Cl)cc1
    -33.9, ·, -7.2, -2.1, 2.2, -0.8, -10.6, 33.9, -13.7, -2.7
45: C=C1C(=O)O[C@H]2[C@H]1[C@H](OC(=O)CC(=O)O[C@@H]1C[C@@H](C)[C@@H]3C=CC(=O)[C@@]3(C)[C@H]3OC(=O)C(=C)[C@H]13)C[C@@H](C)[C@H]1C=CC(=O)[C@]12C
    -2.0, ·, 1.1, -82.9, 0.1, 2.1, -0.9, -0.6, 1.9, 1.6
46: CC1CN(c2ccc([N+](=O)[O-])cc2Cl)CCN1 (stereo unspecified)
    0.5, 10.9, -17.6, -1.0, -1.2, -7.6, 8.3, -0.5, 30.9, -3.1
47: O=c1[nH]c(=S)[nH]c(O)c1/C=N/N1CCOCC1
    19.4, 5.1, 5.2, -0.7, 1.7, -5.3, -6.7, -19.4, 15.0, -6.3
48: CC12CCC(=O)C=C1CCC1C2C(O)CC2(C)C(O)CCC12 (stereo unspecified)
    13.5, -0.5, -5.7, -4.6, 0.1, 6.1, 1.5, -13.5, 4.4, -10.6

Record cards, from the list above. Order of screens: SR-BI uptake up	NSD2 HMT inh	PvdQ inh	Keap1-Nrf2 PPI	C-LANA FP	PKA-R2B act	DAGLB inh	SR-BI DiI inh	Arrestin-AP2 inh	RTF Ca sens inh
Listed for `N#Cc1ccc(/C=C/C(=O)O)cc1` → ·	0.6	1.7	-5.9	-0.8	-7.1	1.3	·	0.7	-4.7
Listed for `CN(C)CC#CCC(O)(c1ccccc1)C1CCCC1` (stereo unspecified) → 15.5	5.6	-4.1	0.9	1.8	-5.5	-1.1	-15.5	1.9	0.6
Listed for `CC12CCC(=O)C=C1CCC1C2C(O)CC2(C)C(O)CCC12` (stereo unspecified) → 13.5	-0.5	-5.7	-4.6	0.1	6.1	1.5	-13.5	4.4	-10.6

Compounds from the list above with a nitro group on carbon:
Every second line gives: SR-BI uptake up, NSD2 HMT inh, PvdQ inh, Keap1-Nrf2 PPI, C-LANA FP, PKA-R2B act, DAGLB inh, SR-BI DiI inh, Arrestin-AP2 inh, RTF Ca sens inh
36: CC1([N+](=O)[O-])COP(=O)(NC2CCCC2)OC1 (stereo unspecified)
    1.1, -1.1, -10.2, -6.5, -0.3, -10.7, -0.4, -1.1, 6.9, 0.5
46: CC1CN(c2ccc([N+](=O)[O-])cc2Cl)CCN1 (stereo unspecified)
    0.5, 10.9, -17.6, -1.0, -1.2, -7.6, 8.3, -0.5, 30.9, -3.1

Some of the compounds tested. The share of hits here may be higher or lower than overall.
